SMN2 splice up – qHTS Assay for Enhancers of SMN2 Splice Variant Expression; HEK293 SMN2-luciferase splicing reporter, luminescence, 30-36 h; Potency, µM (series often up to 46.1 µM), without a hit: top-dose activity change, positive = activation, most hits filed as activators; 210,000 tested, 2.8% active; active = well fitted activation curve with a large enough effect; inconclusive = small, poorly fitted or top-dose-only effect; inactive = no such curve, though single readings can be large or run the other way; note: % of control where 0% means no effect; nearly all actives have a fitted effect of over 55% in size
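qHTS luciferase splicing reporter: luminescence rises when SMN2 exon 7 is included in transfected HEK293 cells. Compound exposure lasted 30-36 h at 37C, with 4.5 mM final sodium butyrate as control, followed by a ONE-Glo read.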
Numbers without * were called inactive; ? = inconclusive; [ ] = remark or other dose. Potency is the fitted concentration of half-maximal effect. Some of the compounds tested; the hit share may differ from the screen's.

> CCOc1ccccc1N1CCN(S(=O)(=O)c2ccc(C3CCCCC3)cc2)CC1
  SMN2 splice up: -15%
> CCOC(=O)c1c(C)c(-c2ccccc2)n(CC(=O)NC(CC)Cc2ccccc2)c1C (stereo unspecified)
  SMN2 splice up: 0%
> Cc1ccc(-c2nnc(Nc3ccc(C(=O)N(C)C)cc3)c3ccccc23)cc1S(=O)(=O)N(C)C
  SMN2 splice up: -15%
> CCCCNc1nc2c(c(=O)n(Cc3ccc(Cl)cc3)c(=O)n2C)n1C
  SMN2 splice up: 8%
> COc1ccc(CNC(=O)Cc2csc3ccccc23)cc1OC
  SMN2 splice up: 7%
> COC(=O)c1cc2oc(C)cc2n1Cc1cc(C)ccc1C
  SMN2 splice up: -7%
> O=C(Cn1c(=O)n(Cc2ccc(Cl)cc2)c(=O)c2cccnc21)Nc1ccccc1C(F)(F)F
  SMN2 splice up: -12%
> COc1ccc(-c2nc3ccccc3o2)cc1NC(=O)c1ccc(-c2ccc(C)c(Cl)c2)o1
  SMN2 splice up: 2%
> O=C(c1ccccc1)n1nc(-c2ccc(Cl)cc2)nc1NCc1ccco1
  SMN2 splice up: ?
> COc1ccccc1NC(=O)C1=C(C)Nc2nc(SCc3cccc(F)c3)nn2C1c1ccc(C(=O)O)cc1 (stereo unspecified)
  SMN2 splice up: 5%
> CC1CCCCN1C(=O)CSc1c2c(nc3cc(Cl)ccc13)CCCC2 (stereo unspecified)
  SMN2 splice up: -33%[inhibitor]
> Cc1ccc(-c2nc(S(=O)(=O)c3ccc(C)cc3)c(N3CCCCC3)o2)cc1
  SMN2 splice up: 4%
> O=C(c1cccs1)c1cn(CCOc2ccccc2Cl)c2ccccc12
  SMN2 splice up: -6%
> Cc1c(C(=O)NCc2ccccc2Br)oc2ccc3c(c12)C(=O)CC(C)(C)O3
  SMN2 splice up: 11%
> COc1ccc2oc(=O)cc(CN3CCN(C(=O)c4ccccc4)CC3)c2c1
  SMN2 splice up: 2%
> CCCc1nnc(NC(=O)CSc2nnc3c4ccccc4n(CC)c3n2)s1
  SMN2 splice up: -4%
> COc1cccc(CNC(=O)C2CCN(c3nnc(-n4c(C)ccc4C)s3)CC2)c1
  SMN2 splice up: 19%
> CCOc1cc(C(=O)Nc2ccc(NC(=O)c3cc4ccccc4o3)c(OC)c2)cc(OCC)c1OCC
  SMN2 splice up: 0%
> CC(C)CN(CCNC(=O)c1cn(C)c2ccc(S(=O)(=O)N3CCOCC3)cc2c1=O)CC(C)C
  SMN2 splice up: -5%
> CCC(=O)N1CCc2cc(S(=O)(=O)NC(Cc3ccccc3)C(=O)NCc3ccccc3OC)ccc21 (stereo unspecified)
  SMN2 splice up: 0%
> O=C(c1cc2ccccc2oc1=O)N1CCN(c2ccc(F)cc2)CC1
  SMN2 splice up: -2%
> CCc1ccc(CNCc2c(C(=O)O)c(C)n(Cc3c(F)cccc3Cl)c2C)cc1
  SMN2 splice up: -8%
> Cc1ccc(NC(=O)COc2ccc(-c3nn(C)c(=O)c4ccccc34)cc2)cc1
  SMN2 splice up: 2%
> COc1nc(-c2ccccc2)ccc1-c1noc(-c2ccccc2Br)n1
  SMN2 splice up: 3%
> Cc1cc(C)c2c(n1)SCC(=O)N2CC(=O)Nc1cccc(C)c1C
  SMN2 splice up: 12%

7 entries from above, sorted by length of the SMILES, high to low.
> COc1ccccc1NC(=O)C1=C(C)Nc2nc(SCc3cccc(F)c3)nn2C1c1ccc(C(=O)O)cc1 (stereo unspecified)
  SMN2 splice up: 5%
> CCC(=O)N1CCc2cc(S(=O)(=O)NC(Cc3ccccc3)C(=O)NCc3ccccc3OC)ccc21 (stereo unspecified)
  SMN2 splice up: 0%
> CCOc1cc(C(=O)Nc2ccc(NC(=O)c3cc4ccccc4o3)c(OC)c2)cc(OCC)c1OCC
  SMN2 splice up: 0%
> Cc1ccc(NC(=O)COc2ccc(-c3nn(C)c(=O)c4ccccc34)cc2)cc1
  SMN2 splice up: 2%
> CCc1ccc(CNCc2c(C(=O)O)c(C)n(Cc3c(F)cccc3Cl)c2C)cc1
  SMN2 splice up: -8%
> O=C(c1ccccc1)n1nc(-c2ccc(Cl)cc2)nc1NCc1ccco1
  SMN2 splice up: ?
> COc1nc(-c2ccccc2)ccc1-c1noc(-c2ccccc2Br)n1
  SMN2 splice up: 3%

Back to the main list, starting four compounds before the break.
> CCc1ccc(CNCc2c(C(=O)O)c(C)n(Cc3c(F)cccc3Cl)c2C)cc1
  SMN2 splice up: -8%
> Cc1ccc(NC(=O)COc2ccc(-c3nn(C)c(=O)c4ccccc34)cc2)cc1
  SMN2 splice up: 2%
> COc1nc(-c2ccccc2)ccc1-c1noc(-c2ccccc2Br)n1
  SMN2 splice up: 3%
> Cc1cc(C)c2c(n1)SCC(=O)N2CC(=O)Nc1cccc(C)c1C
  SMN2 splice up: 12%
> CCOc1ccc(CN(C(=O)c2cc(=O)c3cc(C)cc(C)c3o2)C2CCS(=O)(=O)C2)cc1 (stereo unspecified)
  SMN2 splice up: 7%
> COc1ccc(CCNC(=O)CCCCn2c(=O)c3ccccc3n(CC(=O)Nc3ccc(C)cc3C)c2=O)cc1OC
  SMN2 splice up: -1%
> Cc1cc(C)c(NC(=O)Cn2c(=O)n(Cc3ccc4c(c3)OCO4)c(=O)c3ccc(C(=O)NC4CCCCC4)cc32)c(C)c1
  SMN2 splice up: 9%
> O=C(NCCCN1CCN(c2ccccc2)CC1)c1cc2c(s1)-c1ccccc1OC2
  SMN2 splice up: 0%
> CC1CCC(NC(=O)c2ccc(CS(=O)(=O)c3cccc(C(F)(F)F)c3)o2)CC1 (stereo unspecified)
  SMN2 splice up: -12%
> CCOc1ccccc1N(CC)C(=O)Cn1ncc2c1-c1ccccc1OC2
  SMN2 splice up: -17%
> COc1cccc(CNC(=O)c2cc3c(=O)oc4ccc(C)cc4c3s2)c1
  SMN2 splice up: 4%
> CC(C)c1ccc2oc(-c3ccc(Cl)c(NC(=O)c4cccs4)c3)nc2c1
  SMN2 splice up: 4%
> CCn1cc(C(=O)NCCc2ccc(Cl)cc2)c(=O)c2cc(S(=O)(=O)N3CCCCCC3)ccc21
  SMN2 splice up: 10%
> Cc1ccc(C(=O)NCCSc2c[nH]c3ccccc23)cc1C
  SMN2 splice up: -2%
> COc1ccccc1-n1c(/C=C/c2c(C)n(C)c3ccccc23)nc2ccccc2c1=O
  SMN2 splice up: 3%
> COc1ccc(NC(=O)COc2ccc(S(=O)(=O)NC3CCCCC3)cc2)c(OC)c1
  SMN2 splice up: 8%
> Cc1ccc(-n2ncc3c(=O)n(Cc4cccc(C(F)(F)F)c4)cnc32)cc1C
  SMN2 splice up: 0%
> O=S(=O)(c1ccccc1)c1nc(-c2cccs2)oc1SCc1ccccc1Cl
  SMN2 splice up: -11%
> COc1ccc(NC(=O)C(CC(C)C)NS(=O)(=O)c2ccc3c(c2)oc(=O)n3C)cc1Cl (stereo unspecified)
  SMN2 splice up: -3%
> O=c1ccc(-c2ccccc2)nn1Cc1ccc(F)cc1Cl
  SMN2 splice up: -4%
> COc1ccc(/C=C(/C#N)c2nc(-c3ccc(-c4ccccc4)cc3)cs2)cc1OC
  SMN2 splice up: 1%
> CSc1ccc(CCNC(=O)CCc2c(C)nc3c(c(C)nn3-c3ccc(C)c(C)c3)c2C)cc1
  SMN2 splice up: -1%
> COc1ccc(C(=O)c2oc3ccccc3c2NC(=O)COc2ccccc2)cc1
  SMN2 splice up: -8%
> CCC1CCCCN1S(=O)(=O)c1ccc(NC(=O)c2cc(=O)c3c(C)cc(C)cc3o2)cc1 (stereo unspecified)
  SMN2 splice up: 2%
> Cc1sc2ncn(CC(=O)N3CCN(c4ccc(Cl)cc4)CC3)c(=O)c2c1S(=O)(=O)N1CCN(c2ncccn2)CC1
  SMN2 splice up: 8%
> CC(C)c1cccc(C(C)C)c1NC1=NS(=O)(=O)c2ccccc21
  SMN2 splice up: 2%
> Cc1ccc(OCC(=O)Nc2ccc3[nH]c(=O)sc3c2)cc1
  SMN2 splice up: 7%
> CSc1ccc(CCNC(=O)CCc2c(C)nc3c4cccnc4nn3c2C)cc1
  SMN2 splice up: -20%
> COc1ccc(C(=O)Nc2cc3cc(Cl)ccc3oc2=O)cc1OC
  SMN2 splice up: 0%

Entries listed so far that have an NH in an aromatic ring (two):
> Cc1ccc(C(=O)NCCSc2c[nH]c3ccccc23)cc1C
  SMN2 splice up: -2%
> Cc1ccc(OCC(=O)Nc2ccc3[nH]c(=O)sc3c2)cc1
  SMN2 splice up: 7%

Additional compounds
> Cc1cccc(NC(=O)CCn2cnnn2)c1C
  SMN2 splice up: -7%
> COc1ccc(NC(=O)C(Cc2ccccc2)NS(=O)(=O)c2ccc(Br)s2)cc1OC (stereo unspecified)
  SMN2 splice up: -21%
> CC1CCN(c2nc3c(S(=O)(=O)c4ccccc4)nnn3c3ccc(Cl)cc23)CC1
  SMN2 splice up: 6%
> CCC1(C)CC(=O)c2c(ccc3oc(C(=O)NCc4ccccc4)c(C)c23)O1 (stereo unspecified)
  SMN2 splice up: 22µM*
> COc1ccc(Cn2c(SCc3ccc(C(=O)NC(C)c4ccccc4)cc3)nc3cccnc32)cc1 (stereo unspecified)
  SMN2 splice up: -9%
> COc1cc(NC(=O)c2ccc(C)c(Cl)c2)ccc1NC(=O)c1cc2ccccc2o1
  SMN2 splice up: 7%
> COc1cccc(C2c3c(oc4cc(C)cc(C)c4c3=O)C(=O)N2CCc2ccc(OC)c(OC)c2)c1 (stereo unspecified)
  SMN2 splice up: 7%
> Cc1ccc(NC(=O)c2cnc3cc(C)ccn3c2=O)c(C)c1
  SMN2 splice up: 3%
> COc1cc(OC)c(NC(=O)c2csc3c2CCC(C)C3)cc1Cl (stereo unspecified)
  SMN2 splice up: 16%
> CCCCn1nc(NC(=O)c2cccc(Cl)c2)c2cc3ccc(C)cc3nc21
  SMN2 splice up: 0%
> CCc1ccc2oc(C(=O)N(Cc3ccc(N(C)C)cc3)Cc3ccco3)c(C)c2c1
  SMN2 splice up: -11%
> CC(C)COc1ccc(C2=NC(c3ccncc3)=Nc3ccc(F)cc3N2)cc1
  SMN2 splice up: -4%
> Cn1c(=O)nc2n(-c3ccc(Cl)c(Cl)c3)c3cc(Cl)ccc3cc-2c1=O
  SMN2 splice up: -6%
> CCOC(=O)c1c(NC(=O)C2c3ccccc3Oc3ccccc32)sc(C)c1CC
  SMN2 splice up: -25%
> CCOc1ccc(-c2cc(CCCC(=O)NCCc3ccc(Cl)cc3)no2)cc1
  SMN2 splice up: 14%
> CN(C)c1ccc(CN(Cc2ccco2)C(=O)c2ccc(F)cc2)cc1
  SMN2 splice up: 5%
> Cc1ccc(S(=O)(=O)N2CCN(Cc3cc(Br)ccc3O)CC2)cc1
  SMN2 splice up: -18%
> CCOC(=O)c1c(-c2ccccc2)csc1NC(=O)c1cc(-c2cccc(OC)c2)on1
  SMN2 splice up: 4%
> CCc1ccc(NC(=O)Cn2c(=O)n(CCC(=O)NCc3ccc4c(c3)OCO4)c(=O)c3ccccc32)cc1
  SMN2 splice up: 1%
> O=C(Cc1ccccc1)Nc1sc2c(c1C(=O)Nc1ccccc1)CCCCC2
  SMN2 splice up: 3%
> CCc1cccc(NC(=O)CN(C)S(=O)(=O)c2ccc3c(c2)n(C)c(=O)c(=O)n3C)c1
  SMN2 splice up: -5%
> COC(=O)c1ccccc1NC(=O)c1cc2nc(-c3ccccc3)cc(-c3ccccc3)n2n1
  SMN2 splice up: 9%
> COc1cccc(OCc2cc(=O)n3c(-c4ccccc4)csc3n2)c1
  SMN2 splice up: ?
> Clc1ccc(Nc2nc(-c3ccccc3)c3cc(Cl)ccc3n2)cc1
  SMN2 splice up: 1%
> CCOC(=O)COc1ccc(CC)cc1C(=O)c1ccn2nc(-c3ccccc3)cc2n1
  SMN2 splice up: 13%

> COC(=O)c1ccccc1NC(=O)Cn1cnc2sc(C)c(S(=O)(=O)N3CCC(C)CC3)c2c1=O
  SMN2 splice up: 0%
> COc1ccc(-n2nc(C(=O)N3CCN(c4ccccc4OC)CC3)c3c4ccccc4n(C)c3c2=O)cc1Cl
  SMN2 splice up: ?
> Cc1cccc(C)c1NC(=O)c1cc2sccc2n1Cc1ccc(F)cc1
  SMN2 splice up: 7%
> COc1cc2[nH]c(=O)n(CCCC(=O)NCc3ccccc3)c(=O)c2cc1OC
  SMN2 splice up: -13%
> COc1cc(C(=O)Nc2cc(C)c(O)c(-c3nc4ccccc4s3)c2)cc(OC)c1OC
  SMN2 splice up: 14%
> COc1ccc(NC(=O)Nc2nnc(C)s2)cc1
  SMN2 splice up: 21%
> CCN(CC)CCCNC(=O)c1ccc(Cn2c(=O)[nH]c3cc(OC)c(OC)cc3c2=O)cc1
  SMN2 splice up: 1%
> CC(C)(C)c1ccc(OCC(=O)Nc2c(C(=O)c3ccc(F)cc3)oc3ccccc23)cc1
  SMN2 splice up: -1%
> Cc1ccc(C)n1-c1nnc(N2CCCC(C(=O)Nc3ccccc3Br)C2)s1 (stereo unspecified)
  SMN2 splice up: 4%
> CCOC(=O)CNC(=O)c1cc2c(=O)n(CC)c3ccccc3c2s1
  SMN2 splice up: 8%
> O=C(c1cnc2c(c1)COc1ccccc1-2)c1ccccc1O
  SMN2 splice up: -2%
> COc1ccc(CNC(=O)CN(C)S(=O)(=O)c2ccc3c(c2)c(=O)n(C)c(=O)n3C)cc1
  SMN2 splice up: 1%
> COc1ccc(-c2nc(SCC(=O)NC3CCCC3)c(-c3ccc(F)cc3)[nH]2)cc1OC
  SMN2 splice up: 3%
> CSc1cccc(NC(=O)Cn2c(=O)n(Cc3ccccc3)c(=O)c3sc4ccccc4c32)c1
  SMN2 splice up: -1%
> Cc1ccc2c(=O)cc(C(=O)Nc3sc4c(c3C(=O)NCc3ccco3)CCC4)oc2c1
  SMN2 splice up: 3%
> COc1ccc(NC(=O)CNC(=O)Cn2ccc3ccccc3c2=O)cc1OC
  SMN2 splice up: 20%
> Nc1c(C(=O)NCc2ccc(Cl)cc2Cl)nnn1Cc1ccc(Br)cc1
  SMN2 splice up: 6%
> CCOC(=O)NC1(C(F)(F)F)NC(=O)N(c2ccc(C)c(C)c2)C1=O (stereo unspecified)
  SMN2 splice up: -6%
> CC(=O)c1c(C)nc2nc(-c3ccccc3)nn2c1C
  SMN2 splice up: ?

Source: PubChem BioAssay (National Center for Advancing Translational Sciences (NCATS))
